Bioassay records deposited in PubChem BioAssay by National Center for Advancing Translational Sciences (NCATS).
KinaseGlo FLuc – counter-screen: inhibitors of Kinase-Glo firefly luciferase; Q27757; Kinase-Glo luciferase, ATP luminescence, 8 min; Potency, µM (top dose mostly 38.3 µM), without a hit: at the highest dose activity change, negative = inhibition, hits mostly inhibitors; hit rate 0.28% among 200,000; note: potency is the fitted concentration of half-maximal effect; % is set by controls: 0 for no effect and ±100 for the full control effect; nearly all actives have a fitted effect of over 60% in size
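Kinase-Glo luciferase light output from ATP and luciferin was measured with 10 uM ATP, within the enzyme's linear range. Buffer: 50 mM imidazole pH 7.2, 50 mM KCl, 7 mM MgCl2, 0.01% Tween 20, 0.05% BSA; luminescence read after 8 min at ambient temperature.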
CBFb RUNX1 block – inhibitors of human CBF-beta and RUNX1 interaction | 230,000 tested, under 10 active | Q01196+Q13951 | AlphaScreen CBFb-His/RUNX1-biotin binding, biochemical | Potency, µM (top dose mostly 59.8 µM), for the others: top-dose activity, negative = inhibition, usual class: inhibitors; note: % of control where 0% means no effect
Target sequence (Q01196 whole entry, looked up): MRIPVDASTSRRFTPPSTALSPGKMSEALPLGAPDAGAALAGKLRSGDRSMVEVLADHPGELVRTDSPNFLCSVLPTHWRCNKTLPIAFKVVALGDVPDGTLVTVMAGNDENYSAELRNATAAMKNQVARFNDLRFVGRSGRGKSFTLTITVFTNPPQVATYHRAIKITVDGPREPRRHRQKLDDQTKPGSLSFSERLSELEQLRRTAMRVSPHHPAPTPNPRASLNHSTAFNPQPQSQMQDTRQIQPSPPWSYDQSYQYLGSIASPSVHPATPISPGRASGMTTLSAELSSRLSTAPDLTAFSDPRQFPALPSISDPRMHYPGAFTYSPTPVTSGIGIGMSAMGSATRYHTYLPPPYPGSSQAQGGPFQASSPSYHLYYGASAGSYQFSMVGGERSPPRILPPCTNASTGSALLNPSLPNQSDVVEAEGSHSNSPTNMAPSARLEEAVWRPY
Target sequence (Q13951 whole entry, looked up): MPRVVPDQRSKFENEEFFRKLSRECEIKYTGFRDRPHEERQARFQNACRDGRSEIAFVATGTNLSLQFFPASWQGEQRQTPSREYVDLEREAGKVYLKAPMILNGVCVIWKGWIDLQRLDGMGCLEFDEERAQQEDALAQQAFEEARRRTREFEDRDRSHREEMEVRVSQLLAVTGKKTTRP
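Inhibition was taken as any reduction in AlphaScreen signal from the CBF-beta–RUNX1 pair (His and biotin tags, 30 nM each), measured after compound (15 min) and bead (90 min) incubations at room temperature.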
NPSR antag – neuropeptide S receptor (human) antagonism, cAMP; Q6W5P4; CHO-NPSR cells, cAMP TR-FRET, antagonist mode; Potency, µM (top dose mostly 38.3 µM), without a hit: at the highest dose activity change, negative = inhibition, actives largely listed as inhibitors; hit rate 1% among 220,000; note: potency is the fitted concentration of half-maximal effect; % is set by controls: 0 for no effect and ±100 for the full control effect; nearly all actives have a fitted effect of over 50% in size; many of its hits are not listed in these tables
Epigenetic reg – regulators of epigenetic silencing causing reporter derepression in mouse cells. Potency, µM (highest dose often 53.9 µM), without a hit: at the top dose GFP activation, actives largely listed as activators. hit rate 0.2% among 280,000. murine LDR cells, GFP reporter derepression, 30 h; note: potency is the fitted concentration of half-maximal effect; % of control where 0% means no effect; nearly all actives have a fitted effect of over 60% in size
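Murine LDR cells bearing a silenced CMV-driven GFP reporter were exposed to compound for 30 h at 37 C. After PBS washes, GFP-positive cells (20-120 um objects) counted by laser-scanning microplate cytometry.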
aGal spleen mod – alpha-galactosidase A (human) modulation; P06280; human spleen homogenate, 4MU-alpha-Gal fluorescence, 40 min; Potency, µM (top dose mostly 80 µM), for inactives: at the top dose activity change, negative = inhibition, actives largely listed as inhibitors; hit rate 0.008% among 240,000; AID 2107;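 note: potency is the fitted concentration of half-maximal effect; 0% = enzyme with vehicle and -100% = no enzyme basal signal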
Target sequence (P06280 32-429 limits assumed): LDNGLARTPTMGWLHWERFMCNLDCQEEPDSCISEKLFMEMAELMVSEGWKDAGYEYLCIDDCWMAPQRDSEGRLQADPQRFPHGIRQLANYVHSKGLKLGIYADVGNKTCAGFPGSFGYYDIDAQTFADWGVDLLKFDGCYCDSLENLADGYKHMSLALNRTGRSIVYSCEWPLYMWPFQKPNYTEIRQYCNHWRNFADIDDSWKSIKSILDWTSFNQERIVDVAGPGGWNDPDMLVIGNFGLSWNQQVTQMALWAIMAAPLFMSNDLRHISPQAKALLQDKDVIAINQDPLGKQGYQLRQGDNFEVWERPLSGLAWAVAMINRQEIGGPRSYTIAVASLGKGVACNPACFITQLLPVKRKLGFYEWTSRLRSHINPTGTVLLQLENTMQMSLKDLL
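Inhibition or activation of alpha-galactosidase in human spleen homogenate is scored by 4-MU fluorescence after 40 min at 37C, pH 5.0, with 1 mM substrate. AC50s come from concentration-response fitted to the Hill equation.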
IMPase Li cell – cell-permeable IMPase inhibitors with lithium potentiation. CHO-M1 cells, IP1 TR-FRET (IP-One), carbachol + lithium. Potency, µM (series often up to 59.4 µM), for the others: at the highest dose activity, negative = IMPase inhibition, actives largely listed as inhibitors. hit rate 0.35% among 210,000. AID 1457;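 note: IP1 builds up when IMPase is blocked and the TR-FRET signal falls; potency is the fitted concentration of half-maximal effect; plate controls were basal vehicle for no effect and high inhibitor control for full effect; nearly all actives have a fitted effect of over 50% in size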
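CHO cells stably expressing M1 receptor (2000/well) were cultured 16–30 h, then exposed to compounds with a small lithium addition for 30 min at 37C. IP1 was measured by TR-FRET competition; AC50 from Hill fits.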
LMNA splice mod – modulators of lamin A splicing; HeLa LMNA splicing GFP/RFP minigene ratio, 48 h; AID 1487; Potency, µM (doses to about 46.1 µM), for the others: at the highest dose ratio change, negative = inhibition, hits mostly inhibitors; hit rate 0.01% among 200,000; active = well fitted inhibition curve with a large enough effect in the signal ratio, with a control signal flat, not every such curve was filed as active; inconclusive = small, poorly fitted or top-dose-only effect, or effect the other way, or a change in a side signal; the % refers to the signal ratio; note: potency is the fitted concentration of half-maximal effect; % is set by controls: 0 for no effect and ±100 for the full control effect
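S3 HeLa stable clones carrying a lamin A-EGFP splicing minigene plus DsRed2 were seeded at 600 cells/well in Opti-MEM with 2% FBS, pin-dosed and incubated 48 h at 37°C. Acumen cytometry (488 nm) gave the GFP/RFP total-intensity ratio.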
Starred values were filed as active, the others as inactive; ? = inconclusive; nt = not tested or not shown; & = joins results of further samples; [ ] = dose if it differs, or a comment. Unless noted, calls come from the whole dose curve; as a rule, active = well fitted curve in the direction sought with a large enough effect; inconclusive = small, poorly fitted or top-dose-only effect, or another doubt; inactive = no such curve, though single readings can be large; an effect the other way counts as inactive or inconclusive. This is a subset (hit frequency here may not be typical).

SMILES | KinaseGlo FLuc | CBFb RUNX1 block | NPSR antag | Epigenetic reg | aGal spleen mod | IMPase Li cell | LMNA splice mod
COc1ccc(S(=O)(=O)N2CCC(C(=O)N3CCOCC3)CC2)cc1OC | 1% | 7% | -8%[46.1 µM] | -4.2% | -1% | 4%[38.3 µM] | 4%
CCNC(=O)/C(C#N)=C/c1c(N2CCOCC2)nc2ccccn2c1=O | 3% | -5% | 14% | -1.0% | -4% | 1% | -6%
Cc1ccc(NC(=O)c2sc3nc(C)nc(N4CCN(c5ccccn5)CC4)c3c2C)c(C)c1 | 1% | -7% | 13µM* | -1.6% | -5% | 14% | nt
Cc1ccccc1Nc1c(-c2cccnc2)nc2cccc(C)n12 | 0% | -19% | -28% | -1.8%&3.1% | -2% | 13% | nt
Cc1cc(C(=O)NNc2ccc(Cl)cc2)no1 | nt | 10% | 5% | 3.2% | 10% | nt | ?
COC(=O)C1=C(C)N(c2ccccc2)/C(=C/c2ccco2)C1=O | nt | -16% | ? | 3.7% | -4% | nt | nt
CCOc1ccc(CN2CCN(CC3=Cc4cccc(OC)c4OC3)CC2CCO)cc1 (centres undefined) | 3% | 2% | -3% | -4.6% | 9% | 22% | nt
C/C(O)=c1/ccc2cccc3nc(C)nc1c23 | 0% | 18% | -11%[46.1 µM] | -3.4% | 5% | 10%[38.3 µM] | -21%
O=C(N/N=C/c1ccccc1C(=O)O)c1cc(-c2ccc3c4c(cccc24)CC3)n[nH]1 | -1% | -3% | 5% | -0.5% | 7% | 5% | 22%[46 µM]
Cc1ccc(-n2c(SCC(=O)N3CCCCC3)nc(O)cc2=O)cc1 | nt | 6% | 3% | 1.1% | 7% | nt | nt
CCOc1ccc(NS(=O)(=O)c2cc(OCC(N)=O)c(C)cc2Cl)cc1 | 0% | 6% | 2% | 0.9% | -5% | 23% | ?
COC(=O)c1ccccc1NC(=S)NC(=O)c1ccc(C)cc1 | 1% | -2% | 16% | 0.0% | 2% | 8% | -10%
CCCn1c(C)nc2c(NC(C)CN(C)C)nc(C)nc21 (centres undefined) | -4% | 18% | nt | 2.9% | 3% | -1% | nt
CCNC(=O)NCCNC(=O)c1cc(OCC(F)(F)F)ccc1OCC(F)(F)F | 1% | 6% | 7% | 1.6% | 3% | -3% | nt
C#CCNc1c(C)c(C)nc2ncnn12 | -3% | 8% | -7%[46.1 µM] | 0.0% | 10% | 16%[38.3 µM] | 1%
O=C(Cn1cc([N+](=O)[O-])cn1)Nc1ccn(Cc2c(F)c(F)c(F)c(F)c2F)n1 | 0% | -2% | -8%[46.1 µM] | 1.8% | -8% | 3%[38.3 µM] | -6%
COc1cc(C(=O)O)nc(OC)n1 | -2% | 1% | 16% | -1.1% | -2% | -3% | ?
COc1cc2c(c(O)c1OC)-c1c(cc(OC)c(OC)c1OC)C[C@@H](C)[C@@H](C)C2 | nt | 13% | -8% | -0.5% | 2% | nt | nt
CCOc1ccc(Cl)cc1S(=O)(=O)NCc1cccnc1 | 3% | -2% | -6%[46.1 µM] | -1.8% | 6% | -8%[38.3 µM] | 12%
COC(=O)c1ccc(S(=O)(=O)NCc2ccc(OC)cc2)n1C | nt | 4% | -8% | -1.1% | 3% | nt | nt
O=C(/C=C/c1ccccc1Cl)N1CCCN(C(=O)/C=C/c2ccccc2Cl)CC1 | -4% | 0% | 5% | -1.0% | 8% | 3% | -17%
CC(C)[C@H](NS(=O)(=O)c1cccc(Cl)c1)C(=O)OCC(=O)N1CCN(c2ccccc2)CC1 | 7% | -12% | -14% | -0.1% | -3% | 6% | ?
COc1ccc(CNC(=O)COc2ccc(C)nc2[N+](=O)[O-])cc1 | 0% | 7% | 1% | 2.3% | 2% | 4% | 17%[46 µM]
O=C(CNc1cccc(C(F)(F)F)c1)N/N=C/c1cccc(Br)c1 | 3% | -4% | -30% | 4.9% | -13% | 1% | -2%
CNC(=S)N1CCn2cccc2C1c1ccc(F)cc1 (centres undefined) | 0% | 6% | 4% | -4.4% | 5% | 9% | nt
Going on with the list:
SMILES | KinaseGlo FLuc | CBFb RUNX1 block | NPSR antag | Epigenetic reg | aGal spleen mod | IMPase Li cell | LMNA splice mod
CCCCCOc1ccc(/C=c2\sc3ncnn3c2=O)cc1 | -3% | -2% | 2%[7.67 µM] | 4.1% | 7% | -11%[38.3 µM] | 4%
CS(=O)CSc1nc2c(cc1C#N)CCCC2 (centres undefined) | -10% | 6% | -5%[46.1 µM] | 0.4% | 12% | 17%[38.3 µM] | -2%
OC1CCCCC1Sc1nc2ccccc2s1 (centres undefined) | -1% | 1% | 17%[46.1 µM] | 0.2% | -2% | -2%[38.3 µM] | 1%
COc1ccc(CNCCNC(=O)c2ccco2)c(OC)c1OC | 0% | 1% | 2%[46.1 µM] | -0.1% | -6% | 18%[38.3 µM] | -1%
O=C(CCC1COc2ccccc2O1)Nc1ccc(Cl)cn1 (centres undefined) | 1% | 13% | -13%[46.1 µM] | 0.0% | 7% | 55%[activator][38.3 µM] | 7%
CCN(CC)C(=O)c1sc(NC(=O)c2ccc3c(c2)OCO3)c(C#N)c1C | -2% | -6% | -2%[46.1 µM] | 1.5% | 2% | 17%[38.3 µM] | -10%
O=C(O)c1ccccc1-c1nc2ccccc2c(=O)[nH]1 | 9% | 5% | -7%[46.1 µM] | 0.8% | -3% | -13%[38.3 µM] | 4%
CCNC(=S)Nc1nc2c(cc1C(=O)OCC)CCCC2 | 0% | -21% | -17% | ? | -23% | -8% | -14%
CS(=O)(=O)N(Cc1ccc(C(=O)Nc2ccccc2Sc2ccccc2)cc1)c1ccccc1 | nt | -3% | ? | -0.9% | -12% | nt | 16%
CCCCCCCCC(=O)N/N=C/c1cccc(Br)c1 | -10% | 3% | 3%[46.1 µM] | 8.4% | -6% | 8%[38.3 µM] | ?
Cc1cccc(C(=O)NN2C(=O)C3C(c4ccccc4)C=CC(c4ccccc4)C3C2=O)c1 (centres undefined) | 2% | 4% | ? | -1.2% | 3% | 25%[38.3 µM] | 9%
Cc1ccc(C)c(N(C(=O)c2nsc(Cl)c2Cl)C(C(=O)NC2CCCC2)c2ccc(O)cc2)c1 (centres undefined) | -4% | -24% | -49% | -0.9% | -3% | 4% | ?
COc1ccc(C(=O)NC2CCCCCC2)cc1S(=O)(=O)N1CCCc2ccccc21 | 3% | 1% | ? | -0.7% | 1% | 10%[38.3 µM] | -23%
O=C(c1ccc(F)cc1)N1CCCC(C(=O)N2CCc3ccccc3C2)C1 (centres undefined) | nt | 7% | -2% | 1.5% | -10% | nt | nt
COCCCNC(=S)NNC(=O)c1csc2ccccc12 | 1% | -2% | 21% | -1.0% | -7% | 0% | -15%
COC(=O)c1cc(-c2ccc(S(=O)(=O)N3CCCC(C)C3)cc2)c(C(F)(F)F)s1 (centres undefined) | nt | 6% | -53% | 0.0% | -1% | nt | nt
CC[N+]1=CN(c2ccccc2)C(C)=CC1(C)C | -5% | -23% | 9% | 4.5% | -7% | 5% | ?
O=C(CCCN1C(=O)/C(=C/c2ccco2)SC1=S)Nc1ccccc1 | 2% | -12% | -14%[46.1 µM] | 0.0% | -5% | 6% | ?
CCCCCOC(=O)CSc1nc2c(c(=O)[nH]c(=O)n2C)n1CCc1ccccc1 | 0% | 6% | -11%[46.1 µM] | 0.9% | 1% | 16%[38.3 µM] | 5%
COc1ccccc1CNC(=O)C(NC(=O)c1ccccc1)C(C)C (centres undefined) | 0% | -2% | -4% | -1.6% | 4% | 4% | -9%[46 µM]
O=C(NCc1ccccc1)c1cc2ccccc2o1 | 1% | -5% | -25%[46.1 µM] | 1.1%&-8.6% | 3% | 40%[activator][38.3 µM] | 1%[46 µM]
c1ccc(-n2nnc(-c3cccnc3)n2)cc1 | nt | 4% | -13% | -1.3% | -1% | 3% | nt
CCOC(=O)C1(CCCc2ccccc2)CCN(C(=O)c2cnn(CC)c2)CC1 | 0% | 2% | -5% | -0.1% | 1% | 19% | 16%[46 µM]
CC(C)COc1ccc(C(=O)OCCN2CCOCC2)c(O)c1 | -2% | 4% | -6%[46.1 µM] | -1.1% | -6% | 3%[38.3 µM] | ?
Cc1ccc(-c2nnc(CSc3nnc(COc4ccccc4)n3-c3ccccc3)o2)cc1 | -4% | -6% | ? | -5.5% | 0% | 6%[38.3 µM] | ?
(further entries)
SMILES | KinaseGlo FLuc | CBFb RUNX1 block | NPSR antag | Epigenetic reg | aGal spleen mod | IMPase Li cell | LMNA splice mod
Cc1ccc(C2=N/C(=C\c3c(C)nn(-c4ccccc4)c3N3CCCC3)C(=O)O2)cc1 | 1% | 8% | -33% | 0.0% | -3% | 14% | -1%
Cc1ccc(/C(N)=N/OC(=O)COc2ccc(Cl)c(C)c2)cc1 | 9% | 4% | 4% | -6.9% | 2% | -1% | -5%
COc1ccccc1NC(=O)CSc1nnc(Cc2cccn2C)n1CCc1ccccc1 | 9% | -13% | ? | -1.1% | 1% | 23%[38.3 µM] | 2%
CC(=O)CSc1nnc2cc(C)c3ccccc3n12 | 5% | 9% | 3% | -3.5% | -5% | 1% | -12%[46 µM]
CC(C)NC(=O)CCCOc1ccc(Cl)cc1Cl | 0% | -6% | -6%[46.1 µM] | 1.6% | 0% | 27%[38.3 µM] | 13%
O=C(Nc1ccccc1)C(O)C(O)C(=O)Nc1ccccc1 (centres undefined) | 0% | 9% | 12% | 2.3% | -7% | nt | nt
Cc1cc(C)n2ncc(C(=O)NCCc3ccccc3)c2n1 | 1% | -1% | -7%[46.1 µM] | -1.5% | -5% | -7%[38.3 µM] | 12%
CCN1CCN(C(c2cccs2)C(C)NC(=O)c2c(F)cccc2F)CC1 (centres undefined) | 1% | -5% | -3%[46.1 µM] | -1.1% | 9% | 13%[38.3 µM] | 10%
CN1CCN(Cc2nc3c(c(=O)[nH]c(=O)n3C)n2CCc2ccccc2)CC1 | 4% | 0% | -4%[46.1 µM] | -1.0% | 2% | 8% | 1%
CC1CC1C(=O)Nc1nc(-c2ccccc2)cs1 (centres undefined) | -3% | 14% | -6%[46.1 µM] | 1.9% | -2% | 17%[38.3 µM] | ?
